TNFa cytotox – cytotoxicity in TNFa-stimulated HUVEC, primary screen, cytotoxicity control for VCAM1 expression modulator project, imaging, Hoechst nuclei count; AID 848, 2007; cell count reduction, % at 2 µM; HUVEC TNFalpha-stimulated, Hoechst cell count; actives 0.17% (n = 93,000);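 active = cell count reduction exceeding the screen mean by over 5 SD, scaled to untreated wells per plate, cut at about 78% in these data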;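 also: cells counted after 24 h of TNF alpha exposure following the 1 h pretreatment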
VCAM1 TNFa inh – inhibitors of TNFa-induced VCAM1 expression, primary screen, imaging, HUVEC, TNFa stimulus, immunofluorescence; inhibition, % at 2 µM; AID 802, 2007; actives 0.48% (n = 95,000); HUVEC TNFa-induced VCAM-1 immunofluorescence, high-content imaging;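 active = inhibition above the batch mean plus 3 SD, with images confirmed as a hit by eye, cut at about 37% in these data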;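 also: 0% = TNF-stimulated DMSO wells and 100% = unstimulated control wells; not every result past the cut was called active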
cytoskel mod – modifiers of F-actin cytoskeleton organization, primary screen, imaging, HUVEC, phalloidin staining, high-content imaging. HUVEC TNFa F-actin phalloidin imaging. inhibition, % at 2 µM. actives 0.18% (n = 91,000);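 active = inhibition above the batch mean plus 3 SD and confirmed as a hit by visual image inspection, cut at about 30% in these data, passing the limit was not always enough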; also: strong numbers were not always called active
Smad3 FoxH1 inh – Smad3/FoxH1 peptide binding inhibitors, primary screen, biochemical, TR-FRET; Mothers against decapentaplegic homolog 3 (Homo sapiens), P84022; TR-FRET Smad3/Dy647-FoxH1 peptide binding, europium anti-His; inhibition, % at 25 µM; actives 0.29% (n = 88,000);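 active = compounds that reduce the energy-transfer binding signal between the protein and its labelled peptide by more than half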;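 also: 0% = Smad3 plus labelled peptide maximal FRET and 100% = peptide-only background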
Target sequence (P84022 whole entry, looked up): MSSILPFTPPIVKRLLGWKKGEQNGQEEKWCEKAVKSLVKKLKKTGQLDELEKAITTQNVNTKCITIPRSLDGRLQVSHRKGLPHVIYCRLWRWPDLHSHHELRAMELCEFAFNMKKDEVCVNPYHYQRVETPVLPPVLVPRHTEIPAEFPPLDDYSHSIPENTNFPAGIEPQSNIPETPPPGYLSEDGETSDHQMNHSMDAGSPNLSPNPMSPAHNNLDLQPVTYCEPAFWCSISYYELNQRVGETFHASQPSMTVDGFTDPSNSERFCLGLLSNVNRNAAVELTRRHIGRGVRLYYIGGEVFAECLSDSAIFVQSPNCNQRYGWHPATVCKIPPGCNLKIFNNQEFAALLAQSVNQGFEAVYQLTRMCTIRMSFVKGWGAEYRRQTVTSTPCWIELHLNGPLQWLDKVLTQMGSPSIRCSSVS
IL1B cytotox – cytotoxicity in IL-1B stimulated HUVEC, primary screen, cytotoxicity control for IL-1B NFkB translocation project, imaging, Hoechst nuclear count, IL-1B stimulus | HUVEC cell count loss | cell count reduction, % at 2 µM | actives 0.41% (n = 94,000);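 active = cell count reduction more than 3 SD above the screen-wide mean, cut at about 70% in these data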;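 also: normalized per plate to untreated control cells as the no-loss baseline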
Candida biofilm – clotrimazole potentiators killing Candida biofilms, primary screen, with clotrimazole, Alamar Blue | C. albicans biofilm + clotrimazole | inhibition, % at 6 µM | actives 0.14% (n = 85,000) | AID 834, 2007;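 active = inhibition above 20%; inactive = inhibition below 20%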;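 also: preformed 24 hr biofilms exposed to compound for 48 hr; 0% = biofilm without compound and 100% = blank killed by clotrimazole plus chlorhexidine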
MT1-MMP txn act – MT1-MMP promoter reporter activation – cell-based, luciferase luminescence, primary screen; AID 750, 2007; HT1080 MT1-MMP promoter luciferase reporter, overnight; hits give high values; actives 0.16% (n = 86,000); activation factor at 10 µM;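 active = activation factor of at least 2 for MT1-MMP transcription at 10 µM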
LYP inh 2 – PTPN22 phosphatase inhibitors, primary screen, biochemical, DiFMUP fluorescence, 2 µM; Tyrosine-protein phosphatase non-receptor type 22 (Homo sapiens), Q9Y2R2; recombinant LYP catalytic domain; inhibition, % at 2 µM; actives 0.21% (n = 96,000); AID 640, 2007;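 active = inhibition at 2 µM at or above a set limit, the screen mean plus 3 SD, cut at about 24% in these data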;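 also: 0% = DMSO with enzyme and 100% = enzyme fully blocked by orthovanadate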
hDAT+cocaine – changed hDAT dopamine uptake under cocaine IC80, either direction, primary screen, cocaine antagonist project, cell-based, LLC-PK1 hDAT, [14C]-dopamine uptake, MLSMR. LLC-PK1 hDAT cells, [14C]-dopamine uptake with cocaine IC80; actives deviate in either direction. B-score at 10 µM. actives 1.3% (n = 110,000). AID 449768, 2010;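 active = Z score or B-score, a plate-position-corrected score, falls beyond the plate's 99.7% confidence bounds, in either direction; inactive = both scores lie inside the 99.7% bounds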;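 also: scored against the spread of the other compound wells on the same plate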
Target sequence (Q01959 whole entry, looked up): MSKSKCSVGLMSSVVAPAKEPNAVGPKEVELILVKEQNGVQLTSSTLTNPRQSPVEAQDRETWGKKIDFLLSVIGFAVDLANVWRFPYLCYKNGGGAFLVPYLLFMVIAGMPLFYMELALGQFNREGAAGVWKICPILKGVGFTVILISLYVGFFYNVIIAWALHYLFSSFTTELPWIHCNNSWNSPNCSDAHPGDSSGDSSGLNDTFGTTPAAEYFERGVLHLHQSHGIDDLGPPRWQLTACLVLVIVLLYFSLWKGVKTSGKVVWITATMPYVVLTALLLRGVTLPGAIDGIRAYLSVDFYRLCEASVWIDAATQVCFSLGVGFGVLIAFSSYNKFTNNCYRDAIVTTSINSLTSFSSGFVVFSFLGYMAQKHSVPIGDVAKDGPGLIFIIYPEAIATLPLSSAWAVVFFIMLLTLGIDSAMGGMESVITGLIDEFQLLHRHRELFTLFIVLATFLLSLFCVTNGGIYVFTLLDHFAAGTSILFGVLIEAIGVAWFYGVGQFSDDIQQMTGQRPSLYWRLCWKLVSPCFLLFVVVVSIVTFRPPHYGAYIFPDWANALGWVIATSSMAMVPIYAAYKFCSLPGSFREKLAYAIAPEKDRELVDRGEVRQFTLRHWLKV
An asterisk follows results filed as active; nt = not tested or not shown; [ ] = another dose, or the depositor's remark.

SMILES	TNFa cytotox	VCAM1 TNFa inh	cytoskel mod	Smad3 FoxH1 inh	IL1B cytotox	Candida biofilm	MT1-MMP txn act	LYP inh 2	hDAT+cocaine
Cc1nc2ccc(NC(=O)N3CCC(c4ccccc4)C3)cc2nc1C (stereo unspecified)	-5.0	6.8	-16.4	nt	12.5	nt	1.1	3.6	-0.0571
Cc1csc(NC(=O)CSc2nnc(-c3ccoc3C)n2Cc2ccco2)n1	-20.8	-6.8	17.8	1.6	5.6	7.2	1.2	-2.6	1.7
Cc1cc(C)cc(COn2ccnc2)c1	-28.6	16.1	-21.0	0.0	-43.1	5.8	nt	0.0	-0.584
CCOc1cc(C2Nc3ccccc3C(=O)N2c2ccccc2OC)ccc1O (stereo unspecified)	-19.1	3.3	-21.6	-7.5	-52.1	3.0	1.2	-8.7	0.331
O=C(O)c1ccc2c(c1)NC(=O)C(N1CCCC1)S2 (stereo unspecified)	1.2	-4.5	-20.2	10.0	6.3	6.5	1.2	6.0	-0.195
O=C1CCCc2c1nn(-c1ccccc1)[n+]2[O-]	2.3	-2.6	3.4	5.7	-43.0	-2.5	1.1	-3.4	-0.00519
CCOc1cc(S(=O)(=O)NCc2ccccc2)ccc1F	-8.1	11.7	-2.8	2.6	11.2	-0.6	1.2	-5.2	0.0024
Cc1cc(NC(=O)CCC(=O)N(CC(=O)NC2CCCC2)c2ccc3c(c2)OCCO3)no1	-19.8	-8.3	32.7	-15.9	-4.5	-1.5	1	-2.7	-0.734
c1ccc(CSc2nnc(-c3ccco3)n2Cc2ccccc2)cc1	-27.7	-1.6	2.2	-4.5	-18.3	7.6	1.5	-3.3	0.601
COc1ccc(C2N(c3ccc(F)cc3)C(=O)C3CCCN32)cc1 (stereo unspecified)	-23.1	8.8	3.0	-4.2	11.5	9.6	1	-3.0	-0.000875
Cc1ccc(OCCn2c(=O)cnc3ccccc32)cc1	-1.4	26.8	4.1	3.2	-20.9	2.7	nt	-2.3	1.27
CCOc1cc(NC(=O)c2ccco2)c(OCC)cc1NC(=O)c1cc(OC)c(OC)c(OC)c1	-33.8	5.1	-5.1	-9.3	-5.0	6.7	0.9	-0.3	0.011
O=C(Nc1cccc(-c2nc3ncccc3o2)c1)c1ccco1	-13.8	-0.8	-0.5	7.8	-23.2	10.2	nt	-1.7	0.346
Cc1nnc(SC2CC(=O)N(c3ccccc3)C2=O)s1 (stereo unspecified)	nt	-15.3	-9.1	0.1	16.0	7.0	1.3	-3.5	0.252
CCOc1cc2[nH]c(=S)n(CCN3CCCCC3C)c(=O)c2cc1OCC (stereo unspecified)	-26.8	-49.5	-14.6	-8.1	-4.6	8.1	1.2	-1.4	0.839
CCOC(=O)C1CCN(S(=O)(=O)c2ccc3[nH]c(=O)oc3c2)CC1	-27.7	11.6	-2.0	-3.1	16.7	6.2	1	2.0	0.214
Cc1ccc(OCC(O)Cn2c(=N)n(CCN3CCOCC3)c3ccccc32)cc1 (stereo unspecified)	-20.3	-10.8	10.3	-2.2	5.1	12.7	1.1	-11.9	0.486
C=CCNc1nc(-c2sc(NC(=O)CC)nc2C)cs1	-38.1	-4.5	-25.8	12.2	-37.3	6.3	1.4	-13.9	-0.784
CCCCSc1nnc2c(n1)OC(C(=O)c1ccccc1)Nc1ccccc1-2 (stereo unspecified)	0.8	6.6	4.0	13.6	9.7	4.2	1.3	-0.2	nt
CC1(C)CC(=O)C2=C(C1)NCN(Cc1ccc3c(c1)OCO3)C2	-8.6	6.8	0.8	9.5	1.9	5.4	1	0.7	-1.66
CCn1c(SCC(=O)Nc2cc(C)on2)nnc1-c1ccncc1	-18.6	-17.9	-24.9	27.4	6.8	5.9	1	-5.9	0.364
COc1ccc(S(=O)(=O)N2CCC(C(=O)NCCC3=CCCCC3)CC2)cc1C	-16.5	5.5	14.6	-18.3	-9.1	0.7	1.1	-8.7	0.161
O=C(O)CCC(=O)NC1CCCCC1	-14.4	11.6	-0.4	9.3	8.5	2.1	1.2	-2.8	-0.548
CCCc1cc(=O)oc2cc(C)cc(OC(=O)c3ccco3)c12	-7.9	6.8	-6.0	7.8	-1.9	-1.4	1.2	-7.8	-0.575
COC(=O)c1[nH]c2cc(OC)ccc2c1NC(=O)CCN1CCSCC1	-6.7	14.8	-4.6	2.2	-23.1	6.4	1.1	3.3	1.39
O=C(N1CCOCC1)N1CCN(c2ccccc2)CC1	12.1	4.5	15.3	-1.7	-24.4	5.7	1.2	-5.1	-0.0719
CC(C)=CCC(C)(C)CNC(=O)NC1CCCCC1	2.6	17.6	-9.2	nt	-15.7	nt	1.3	-0.7	-0.909
COc1ccc(C(=O)C[n+]2ccc3c(c2)nc(-c2ccc(OC)cc2OC)n3C)cc1	-5.7	17.6	20.5	nt	-31.7	nt	nt	-8.6	0.986
O=c1c2c(-c3ccc(Cl)cc3)csc2nc2n1CCC2	-0.6	-3.4	-36.3	nt	-19.1	nt	nt	0.5	0.693
CCNC(=O)CC1SC(=Nc2cccc(Cl)c2C)N(C)C1=O (stereo unspecified)	-17.0	4.8	23.1	nt	-6.4	nt	1	-6.5	0.544
Clc1ccc(Cn2ncc3c(NCCN4CCOCC4)ncnc32)cc1	-3.9	8.5	7.5	-4.4	17.1	4.8	1.2	1.1	-0.723
CCn1c(SCC(=O)Nc2nnc(C)s2)nnc1-c1ccncc1	1.8	26.4	-3.1	-3.6	-4.0	10.3	1	6.1	-2.2
Cn1ccnc1SCc1cn2cc(Br)ccc2n1	-12.0	5.3	7.7	5.7	21.3	3.4	nt	-4.9	-8.74*
c1ccc(COc2nsnc2N2CCOCC2)cc1	13.8	9.9	-5.5	12.6[fluorescence artefact?]	11.0	10.5	1.1	-9.1	-0.674
CCc1cc2ccccc2nc1SCC(=O)N1CCN(C(=O)c2ccco2)CC1	nt	nt	nt	-3.1	nt	-4.3	1.1	nt	0.444
CCN1CCN(C(=O)c2ccc3c(=O)n(CCC4=CCCCC4)c(=O)[nH]c3c2)CC1	-2.2	-13.9	-2.9	3.0	10.6	6.3	1.2	-7.6	-0.18
CCc1ccc(NC(=O)c2ccc3nc(N)sc3c2)cc1	2.3	-26.1	-17.2	-3.9	12.2	-1.1	1.5	-1.5	0.212
O=c1c2ccccc2sn1-c1ccccc1	-8.9	8.7	6.7	nt	-22.6	nt	nt	10.9	1.59
CC(C)(C)C1=Nn2c(nnc2-c2n[nH]c3c2CCC3)SC1	35.7	-1.1	7.9	nt	-0.3	nt	1	-3.8	0.0415
CCCn1c(C)cc(C(=O)COC(=O)c2cc(S(=O)(=O)NCC(C)C)c(Cl)cc2Cl)c1C	5.6	7.2	-3.0	-11.8	11.7	-2.7	1.3	-2.4	1.84
CC(C)Cn1c2ccccc2c2cc(C(=O)O)ccc21	-30.1	-9.5	nt	0.5	9.9	-5.3	1	16.0	0.665
CCOC(=O)CCSc1nc(C)c2cc(C)ccc2n1	-11.8	11.3	8.6	-5.2	-6.1	-3.8	1.8	5.5	1.45
O=C(c1cc(C2CC2)on1)N1CCOCC1	-33.3	11.0	4.8	8.9	-7.0	16.7	1.1	0.9	1.1
CC(=O)NCCC(=O)Nc1ccc(C)c(F)c1	-6.2	2.4	-6.8	-2.6	19.2	8.7	1	3.0	-0.166
COc1ccc(CSc2nnc(Cc3sc(-c4ccccc4)nc3-c3ccccc3)o2)cc1	-7.8	-9.1	-7.1	0.8	nt	10.6	1	-5.6	0.185
Cc1cc(NC(=O)c2cc(C(C)C)on2)no1	-17.1	-7.4	24.2	nt	0.5	nt	1.6	-3.1	0.0272
O=C(NCc1ccccc1)c1ccc(CN(c2ccccn2)S(=O)(=O)c2ccccc2)cc1	-3.5	-12.9	3.0	-0.1	21.6	-4.0	1	12.6	1.15
O=C(OCCN(C1=NS(=O)(=O)c2ccccc21)c1ccc(Cl)cc1)c1ccco1	-37.7	13.9	-8.3	3.8	-3.8	10.2	1.1	-12.7	2.61
O=C1C2C3C=CC(O3)C2C(=O)N1CC(O)c1ccccc1 (stereo unspecified)	-7.3	20.2	12.3	-12.3	-9.0	1.1	1.1	0.3	0.242
COc1ccc(C(=O)c2c(C)oc3ccc(O)c(CN4CCOCC4)c23)cc1	-7.1	9.8	-8.3	nt	-7.6	nt	1.1	4.5	1.2
CCOC(=O)c1c[nH]c2c(Cl)ccc(Cl)c2c1=O	-6.2	-12.9	-13.2	18.5	6.8	-0.1	1.2	-3.1	0.363
COc1ccc(CCNC(=O)C2CC(c3cccc([N+](=O)[O-])c3)=NO2)cc1 (stereo unspecified)	-18.3	0.2	14.2	nt	-2.0	nt	nt	-3.9	-0.266
CCCCc1c(O)c2ccccc2[nH]c1=O	-32.8	19.7	20.9	10.6	25.8	8.8	1.1	-7.7	-0.0358
COCCCn1c2nc3ccccc3nc2c2c(=O)n(CC3CCCO3)cnc21 (stereo unspecified)	2.3	-4.7	-8.1	5.0	nt	3.9	1.2	15.1	-0.274
O=C(NC1CCCCC1)C(c1ccco1)N(C(=O)c1csnn1)C1CCCC1 (stereo unspecified)	35.0	29.5	-11.7	-6.0	9.6	14.6	1.1	-2.0	nt
Cc1ccc(S(=O)(=O)N2CCCN(c3nc4cc(C)ccc4cc3C#N)CC2)cc1	-13.2	-4.5	-15.0	9.4[fluorescence artefact?]	8.9	2.3	1.3	2.3	1.76
CCCCCc1nnc(N)s1	-12.4	9.2	-3.9	5.4	-8.7	0.5	1.1	-3.9	0.504
O=C(O)CCNC(=O)c1ccc(Br)o1	nt	nt	nt	-10.7	nt	-3.0	1	nt	-0.387
O=C1CC(c2ccccc2)CN1S(=O)(=O)c1ccccc1 (stereo unspecified)	-33.3	6.0	9.4	8.9	-25.5	5.0	1	-10.3	-0.731
Cc1ccc(S(=O)(=O)NCCSC(C)(C)C)cc1	-21.3	8.9	0.2	-0.9	8.6	3.7	1.3	3.7	0.278

Part of the list above in order of heavy-atom count, highest first:
SMILES	TNFa cytotox	VCAM1 TNFa inh	cytoskel mod	Smad3 FoxH1 inh	IL1B cytotox	Candida biofilm	MT1-MMP txn act	LYP inh 2	hDAT+cocaine
O=C(NCc1ccccc1)c1ccc(CN(c2ccccn2)S(=O)(=O)c2ccccc2)cc1	-3.5	-12.9	3.0	-0.1	21.6	-4.0	1	12.6	1.15
O=C(OCCN(C1=NS(=O)(=O)c2ccccc21)c1ccc(Cl)cc1)c1ccco1	-37.7	13.9	-8.3	3.8	-3.8	10.2	1.1	-12.7	2.61
O=C(NC1CCCCC1)C(c1ccco1)N(C(=O)c1csnn1)C1CCCC1 (stereo unspecified)	35.0	29.5	-11.7	-6.0	9.6	14.6	1.1	-2.0	nt
O=C1CC(c2ccccc2)CN1S(=O)(=O)c1ccccc1 (stereo unspecified)	-33.3	6.0	9.4	8.9	-25.5	5.0	1	-10.3	-0.731
CCCCc1c(O)c2ccccc2[nH]c1=O	-32.8	19.7	20.9	10.6	25.8	8.8	1.1	-7.7	-0.0358

Bioassay records (PubChem)

This is a subset; rates above refer to the full screens.
